High-throughput results as filed in PubChem BioAssay.
SIRT5 inh: sirtuin-5 (human) deacylase inhibition | Q9NXA8 | Purified SirT5, succinyl-peptide AMC, trypsin-coupled fluorescence | inhibition, % at 15 µM | 330,000 tested, 1.1% active | AID 652115; in the data active means inhibition above about 15%
Target sequence (Q9NXA8 whole entry, looked up): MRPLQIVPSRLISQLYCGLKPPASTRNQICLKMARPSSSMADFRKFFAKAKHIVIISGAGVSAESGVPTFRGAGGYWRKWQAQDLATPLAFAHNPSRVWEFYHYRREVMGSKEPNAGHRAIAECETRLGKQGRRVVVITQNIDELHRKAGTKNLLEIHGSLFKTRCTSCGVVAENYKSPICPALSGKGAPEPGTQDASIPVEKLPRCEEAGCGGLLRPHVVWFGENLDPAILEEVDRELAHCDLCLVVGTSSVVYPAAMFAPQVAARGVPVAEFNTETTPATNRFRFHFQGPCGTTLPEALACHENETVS
FN deposit inh: fibronectin deposition inhibition; 350,000 tested, 0.086% active; inhibition, % at 12.6 µM; AH1F fibroblasts, Alexa488-fibronectin deposition fluorescence, overnight;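 active means mean inhibition across replicates of 30% or more, regardless of how many single replicates reach that level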;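 further: positive control wells lacked labelled fibronectin entirely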
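Measured by – fluorescence 485/525 nm · System – AH1F fibroblast monolayer, labelled fibronectin deposition · Amount – 10000 cells per well · Buffer or medium – serum-reduced DMEM (2% serum) · Doses – single dose, pinned · Also added – fluorescent fibronectin at 24 nM final · Schedule – 1 h cell attachment, overnight exposure to compound and label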
Statin myotox sup: protects C2C12 myotubes from simvastatin toxicity | ATP luminescence, 48 h; scaled: DMSO 0, geranylgeraniol control 100 | rescue of ATP level, % at 7.49 µM | 330,000 tested, 0.78% active;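 active means mean ATP rescue above about 67%, or every replicate alone reaching that limit, limit read from the data, passing the limit was not always enough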;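 further: myotubes were challenged with 10 µM simvastatin during compound exposure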
S100A4 inh HTS: blocks human S100A4 binding to myosin IIA peptide. AID 652163. inhibition, % at 10.7 µM. S100A4/TAMRA-MyoIIA peptide fluorescence polarization. 360,000 tested, 0.14% active;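 active means mean inhibition of at least 70% across replicates, with every replicate also reaching that level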
Target sequence (P26447 whole entry, looked up): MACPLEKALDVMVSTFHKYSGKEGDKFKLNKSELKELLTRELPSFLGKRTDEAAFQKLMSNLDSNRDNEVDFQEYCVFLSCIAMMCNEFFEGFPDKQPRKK
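Material: human S100A4 monomer with TAMRA-labelled myosin IIA peptide; buffer or medium: HEPES pH 7.2 with CaCl2, KCl, NaCl, DTT, Triton; compound dosing: one concentration per compound; schedule: 5 min incubation before reading; benchmarks: neutral control DMSO, positive control TFP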
LGR2 antag: blocks bursicon-induced cAMP signaling via Drosophila LGR2. HEK293 LGR2, CRE-luciferase, bursicon-stimulated, 4 h. inhibition, % at 9.99 µM. 380,000 tested, 0.35% active. AID 720647;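 active means drop in luminescence signal, shown as inhibition above about 50% in the replicate tests, limit read from the data, passing the limit was not always enough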;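 further: agonist challenge used bursicon conditioned medium at about half maximal strength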
esBAF inh: blocks esBAF chromatin remodeling in mouse ES cells | 350,000 tested, 2% active | reporter increase, % at 12.5 µM | Bmi1-luciferase knock-in reporter, 24 h; 100% = twice the neutral-well signal; in the data active means activation above about 40%;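 further: 0% = median of the plate's neutral control wells and 100% = double that signal; a rise in the Bmi1 reporter signal indicates esBAF inhibition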
Casp6 inh: blocks human caspase-6 cleavage activity; P55212; 350,000 tested, 0.53% active; inhibition, % at 12.5 µM; purified caspase-6, Z-VEID-R110 cleavage fluorescence;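 active means mean inhibition across replicates at least about 35%, with every replicate also reaching that limit, limit read from the data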;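 further: 0% = median of neutral control wells and 100% = no fluorescence left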
Target sequence (P55212 24-179 limits assumed): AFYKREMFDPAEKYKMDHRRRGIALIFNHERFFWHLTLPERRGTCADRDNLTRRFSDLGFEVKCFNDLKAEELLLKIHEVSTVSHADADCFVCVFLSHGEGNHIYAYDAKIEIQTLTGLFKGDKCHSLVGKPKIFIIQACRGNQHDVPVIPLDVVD
Target sequence (P55212 194-293 limits assumed): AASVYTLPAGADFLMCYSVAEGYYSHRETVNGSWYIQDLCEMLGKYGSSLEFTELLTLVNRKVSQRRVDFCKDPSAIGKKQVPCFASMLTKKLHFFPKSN
* hit, by the source's call; · = not tested or not shown. A portion of the library; count on the stated rates, not on these rows.

SMILES	SIRT5 inh	FN deposit inh	Statin myotox sup	S100A4 inh HTS	LGR2 antag	esBAF inh	Casp6 inh
COc1ccccc1NC(=O)CN1C(=O)COc2ccc(S(=O)(=O)N3CCOCC3)cc21	1	-2	4	10	10	6	6
CN1C[C@@H](CO)O[C@@H](n2cnc3c(N4CCN(CCO)CC4)ncnc32)C1	1	9	-4	-20	15	-11	-5
CC(C)O/C(=N/S(=O)(=O)c1ccc(Cl)cc1)c1ccccc1	-2	3	1	-2	-23	1	-2
COc1ccccc1N1CCN(C(=O)c2cc3c(=O)n4cccc(C)c4nc3s2)CC1	-7	9	-18	-2	-3	-5	-5
CCCn1c(=S)[nH]c2cc(C(=O)N3CCN(c4ccccc4)CC3)ccc2c1=O	0	-3	·	4	-3	·	-1
Cc1noc(C)c1COc1ccccc1C(=O)N1CCN(S(=O)(=O)c2ccccc2C#N)CC1	-2	0	3	1	-9	6	0
C[C@H](CO)N1C[C@H](C)[C@H](CN(C)Cc2cccnc2)Oc2ncc(C#CC3CCCCC3)cc2C1=O	·	·	6	·	9	0	·
CCN1/C(=C2/OC(=S)N(C)C2=O)Sc2ccccc21	·	-6	-9	·	·	3	·
COc1ccc2nc3c(cc2c1)c(NC(=O)CC(C)C)nn3CC(C)C	-2	3	10	-5	-16	-2	-7
COc1ccccc1S(=O)(=O)N[C@H]1CC[C@@H](CCn2cc(C3CCCC3)nn2)O[C@@H]1CO	-4	1	·	-21	-19	·	0
CCCn1c(SCC(=O)Nc2ccccc2C(=O)NC2CC2)n[nH]c1=O	1	-8	-2	-1	7	-4	3
CC(=O)Nc1cccc(C(=O)Nc2cccc3ncccc23)c1	-1	9	-3	1	1	8	-2
Cc1ccsc1/C=C(\C#N)C(=O)Nc1c(C)n(C)n(-c2ccccc2)c1=O	·	10	·	-1	4	·	1
COc1ccc(N(C)C(=O)c2cn(CC(C)C)c(=O)c3cc(OC)c(OC)cc23)cc1	0	-1	-9	-1	12	0	8
O=C(C1CCCO1)N1CCN(C(=S)Nc2ccc(Br)cc2)CC1 (stereo not given)	-1	6	3	2	11	0	-6
COc1cc2cnc(-c3cccnc3)cc2cc1OC	-2	8	7	6	-25	-1	1
COc1ccc(Cl)cc1NC(=O)CN(C)C(=O)Cc1ccsc1	-1	4	15	-3	15	-3	3
COCC(=O)Nc1ccc2c(c1)OC[C@@H](C)N(Cc1cccnc1)C[C@@H](C)[C@@H](OC)CN(C)C2=O	1	-1	13	11	-9	5	·
C[C@H](CO)N1C[C@H](C)[C@H](CN(C)S(=O)(=O)c2cn(C)cn2)OCCCC[C@H](C)Oc2ccc(NC(=O)Nc3ccccc3)cc2C1=O	3	-2	·	-3	9	6	1
C[C@@H]1CN([C@H](C)CO)C(=O)c2c(c3ccccc3n2C)-c2ccccc2CO[C@H]1CN(C)S(=O)(=O)c1ccsc1	4	-6	15	-37	12	-5	-2
CCOC(=O)c1c(CC(C)C)csc1NC(=O)c1ccccc1C(=O)O	4	-1	·	5	-11	·	4
COc1ccc(NC(=O)Nc2ccc3c(c2)[C@@H]2C[C@H](CC(=O)N4CCOCC4)O[C@@H](CO)[C@@H]2O3)cc1	·	-17	-2	·	12	-1	·
COc1cccc(-c2sc3ccc(OC)cc3c2C#CCC(C)O)c1 (stereo not given)	-5	4	-16	-1	-13	9	1
CCOc1c(Nc2ccc(C(C)C)cc2)c(=O)c1=O	-2	2	-4	-2	·	-2	1
C[C@@H]1CCCCO[C@H](CN(C)S(=O)(=O)c2cn(C)cn2)[C@H](C)CN([C@H](C)CO)C(=O)c2cc(NS(=O)(=O)c3ccc(Cl)cc3)ccc2O1	3	-6	·	3	7	-1	0
CCC(C)C1Nc2ccc(C(=O)NCc3ccc4c(c3)OCO4)cc2NC1=O (stereo not given)	2	1	4	-1	8	-4	0
COc1ccc(C(OC(=O)c2ccco2)C(=O)NC2CCCC2)cc1 (stereo not given)	0	3	32	-3	-2	6	4
C=CCC1NS(=O)(=O)O[C@H](CCCC)[C@@H]1O (stereo not given in full)	·	-17	16	-2	-23	0	-2
CC(=O)N(C)C[C@H]1Oc2cc(C#Cc3cccnc3)ccc2S(=O)(=O)N([C@@H](C)CO)C[C@@H]1C	6	10	9	-7	-2	1	1
COc1ccccc1NC(=O)COC(=O)c1cc2ccccc2cc1O	-3	·	0	-11	-7	-1	1
CCOc1ccccc1N1CN(Cc2ccccc2)CNC1=S	0	9	16	14	8	-3	-1
CN(C)C(=O)C[C@@H]1CC[C@H]2[C@@H](COc3ccc(NC(=O)C4CCCC4)cc3C(=O)N2C)O1	1	-6	·	-1	6	·	0
CC(=O)O[C@@H]1[C@H](Oc2c(O)c(C)c3c4c2[C@H](C)CC[C@H]4[C@H](C)C[C@@H]3C=C(C)C)O[C@@H](C)[C@@H](O)[C@H]1O	1	·	-2	3	·	-1	0
CO[C@H]1CC[C@H]2CCN(C)C(=O)C[C@@H](c3ccccc3)CN(C)C(=O)c3cc(C#N)ccc3OC[C@@H]1O2	·	-6	-13	·	0	-1	·
O=[N+]([O-])c1ccc(OCC(O)CNC2CCCC2)cc1 (stereo not given)	-1	-4	0	-2	-8	-6	-4
Cc1nonc1NC(=O)CSc1ccc(-c2ccccc2)nn1	·	1	-20	·	23	-9	·
CCOc1cc(S(=O)(=O)NCCCn2ccnc2)ccc1Cl	-2	1	-6	-1	·	3	-5
COc1ccc(C)cc1NC(=O)C(OC(=O)C1=NNC(=O)CC1)c1ccccc1 (stereo not given)	-4	-2	1	0	-3	1	0
C=CCn1c(=O)c2c(nc(-n3nc(C)cc3C)n2C)n(C)c1=O	-6	0	6	-9	10	-2	-1
C[C@H](CO)N1C[C@H](C)[C@H](CN(C)S(=O)(=O)c2ccc(F)cc2)Oc2ccc(NC(=O)CCN3CCOCC3)cc2CC1=O	-1	·	9	0	-8	2	1

Single records, as listed above. Values in the order: SIRT5 inh	FN deposit inh	Statin myotox sup	S100A4 inh HTS	LGR2 antag	esBAF inh	Casp6 inh
Shown for COc1ccccc1NC(=O)COC(=O)c1cc2ccccc2cc1O : -3	·	0	-11	-7	-1	1
Shown for CCOc1c(Nc2ccc(C(C)C)cc2)c(=O)c1=O : -2	2	-4	-2	·	-2	1
Shown for COc1ccc(NC(=O)Nc2ccc3c(c2)[C@@H]2C[C@H](CC(=O)N4CCOCC4)O[C@@H](CO)[C@@H]2O3)cc1 : ·	-17	-2	·	12	-1	·
Shown for Cc1nonc1NC(=O)CSc1ccc(-c2ccccc2)nn1 : ·	1	-20	·	23	-9	·

The main list resumes; the three compounds before the break are reprinted first.
SMILES	SIRT5 inh	FN deposit inh	Statin myotox sup	S100A4 inh HTS	LGR2 antag	esBAF inh	Casp6 inh
COc1ccc(C)cc1NC(=O)C(OC(=O)C1=NNC(=O)CC1)c1ccccc1 (stereo not given)	-4	-2	1	0	-3	1	0
C=CCn1c(=O)c2c(nc(-n3nc(C)cc3C)n2C)n(C)c1=O	-6	0	6	-9	10	-2	-1
C[C@H](CO)N1C[C@H](C)[C@H](CN(C)S(=O)(=O)c2ccc(F)cc2)Oc2ccc(NC(=O)CCN3CCOCC3)cc2CC1=O	-1	·	9	0	-8	2	1
COC(=O)C1=CN(c2ccc(C(C)(C)C)cc2)C(N)=C(C#N)C1c1ccc(OC)cc1 (stereo not given)	0	2	·	0	4	·	0
CCOc1cccc2cc(-c3csc(NC(=O)CCC(=O)NCCN4CCCCC4C)n3)c(=O)oc12 (stereo not given)	-7	7	-2	1	-35	14	0
O=C(c1cc(-c2ccccn2)nc2ccc(Br)cc12)N1CCN(S(=O)(=O)c2ccccc2)CC1	-4	-14	·	11	-8	·	3
CCOc1ccccc1NC(=O)CN(c1ccc(C)cc1)S(=O)(=O)c1c(C)noc1C	-8	0	·	-1	·	12	-3
Cc1noc(C)c1S(=O)(=O)N(C)C[C@@H]1OCCCC[C@H](C)Oc2ccc(NC(=O)NC3CCCCC3)cc2C(=O)N([C@H](C)CO)C[C@@H]1C	3	·	·	-1	-9	9	2
O=S1(=O)c2ccccc2Nc2ccccc21	-2	4	2	-4	-17	-2	4
O=C(C1CCC1)N1CC(=O)N2[C@H](CO)[C@H](c3ccc(C#Cc4cccc(F)c4)cc3)[C@@H]2C1	4	6	·	-32	11	·	1
Cc1ccc(S(=O)(=O)NCC2CCC(C(=O)NCc3ccc4c(c3)OCO4)CC2)cc1 (stereo not given)	0	·	-20	1	22	6	·
C=C(C)C1CC=C(C)/C(=N/NC(=O)c2ccccc2[N+](=O)[O-])C1 (stereo not given)	-7	6	·	-3	0	·	-2
O=C(c1cccnc1)N1C[C@H]2[C@@H](c3ccccc31)[C@@H](CO)N2C(=O)C1CCCCC1	1	5	-7	50	4	-4	2
C#CCOC(=O)C1C2C=CC(C2)C1C(=O)O (stereo not given)	-1	·	·	-1	-12	·	1
Cc1ccc(-c2nc3ccccc3[nH]c2=O)cc1	0	-7	·	8	-48	·	0
C/C=C/c1ccc2c(c1)O[C@@H](CN(C)CCC)[C@@H](C)CN([C@@H](C)CO)S2(=O)=O	-4	-5	-3	7	19	-4	-2
CN(C(=O)c1cccnc1)c1nnc(-c2cccnc2)s1	·	-9	19	·	·	8	·
O=C(NCc1ccco1)C1(c2ccccc2)CCCC1	-4	·	22	-2	17	6	2
CCN(CC)C(=O)c1ncn2c1C(=O)NC[C@H]2C	-1	-6	·	3	-2	·	2
O=c1c2ccccc2nc2oc3ccccc3n12	-3	-6	-4	4	-43	18	4
COc1ccc(C2C=C(c3ccc(Br)cc3)Nc3nc(N4C(=O)CCC4=O)nn32)cc1 (stereo not given)	·	11	3	·	·	-5	·
COc1ccccc1CC(=O)NC1CCCc2ccccc21 (stereo not given)	-1	6	·	-6	2	·	11
O=c1c2nncn2c2cccnc2n1CCNc1ncc(C(F)(F)F)cc1Cl	-2	-16	11	1	7	-6	-1
Cc1ccc(OP(=O)(Nc2c(C)n(C)n(-c3ccccc3)c2=O)Oc2ccc(C)cc2)cc1	-3	·	·	-6	-2	·	6
CC(C)(C)NCC1(CO)SC(N)=NC1=O (stereo not given)	·	-4	2	·	·	-9	·
COCC#Cc1ccc([C@@H]2[C@H]3CN(C(=O)C4CCOCC4)CC(=O)N3[C@H]2CO)cc1	10	·	·	10	4	·	-1
C[C@@H]1CN([C@@H](C)CO)C(=O)c2cc(NS(=O)(=O)c3cn(C)cn3)ccc2O[C@@H]1CN(C)Cc1ccc(C(F)(F)F)cc1	-2	·	23	-10	-10	1	0
COc1ccc(S(=O)(=O)Nc2ccc3c(c2)C(=O)N([C@H](C)CO)C[C@H](C)[C@H](CN(C)C(=O)c2ccncc2)OCCCC[C@H](C)O3)cc1	0	·	·	-1	-10	0	-1
O/N=C(\Cc1cscn1)c1ccc(O)cc1O	0	·	2	2	7	49*	2
Cc1ccc(C(=O)C(C)N2C(=O)NC(C)(c3ccccc3)C2=O)cc1 (stereo not given)	-1	-5	·	4	20	·	1
O=C1NC[C@H](CCCCN2CCN(CCC3CCCCC3)C(=O)C2=O)N(CCC2CCCCC2)C1=O	1	5	·	9	4	·	5
COc1ccc(OC)c2[nH]c(=O)c(CCNC(=O)c3cccs3)cc12	1	11	·	-2	·	·	5
Cc1cccc(N2CCN(C(=O)c3nn(C)c4c3CS(=O)(=O)c3ccccc3-4)CC2)c1C	-4	6	-11	-2	0	2	0
CCOC(=O)c1c(C)[nH]c(C(=O)OCC(=O)Nc2ccc(OCC)cc2)c1C	·	·	-4	·	9	-4	·
O=C(CCNC(=O)c1ccc(Cl)cc1)NCCCN1CCOCC1	-2	15	7	9	-1	-8	-169
OC(COc1ccccc1)CN1CCCCC1 (stereo not given)	-2	·	2	-5	12	-4	-5
O=C(C[C@@H]1CC[C@@H](NC(=O)Cc2cccnc2)[C@@H](CO)O1)NCc1ccc2c(c1)OCO2	1	4	0	3	4	-11	-2
